Assay outcomes deposited in PubChem BioAssay by several laboratories.
NR2E3 ag-1: human photoreceptor-specific nuclear receptor agonism; inhibition of corepressor binding, % at 3.98 µM; CHO-S Gal4-NCOR/VP16-NR2E3 two-hybrid, luciferase; AID 602229; hit rate 0.35% among 360,000;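 active = inhibition above the mean of all tested compounds plus 3 SD, cut at about 70% in these data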;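 also: 0% = DMSO with NR2E3 transfected cells and 100% = cells lacking NR2E3 construct; higher means lower luciferase signal from less NR2E3 corepressor binding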
Target sequence (Q9Y5X4 whole entry, looked up, the tested form may be a part): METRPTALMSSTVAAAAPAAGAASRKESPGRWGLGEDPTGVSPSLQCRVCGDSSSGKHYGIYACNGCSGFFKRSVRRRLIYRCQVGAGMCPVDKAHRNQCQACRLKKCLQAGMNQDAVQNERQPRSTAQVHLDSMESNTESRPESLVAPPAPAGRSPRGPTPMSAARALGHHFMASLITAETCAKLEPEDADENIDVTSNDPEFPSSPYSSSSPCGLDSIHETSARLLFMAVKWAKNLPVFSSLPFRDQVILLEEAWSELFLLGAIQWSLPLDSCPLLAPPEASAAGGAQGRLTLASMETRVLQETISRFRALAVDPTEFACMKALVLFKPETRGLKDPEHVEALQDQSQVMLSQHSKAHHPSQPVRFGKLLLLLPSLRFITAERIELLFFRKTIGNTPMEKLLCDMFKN
CaV13 ICDI inh: Disruptors of the CACNA1D IQ motif to Ca2+-dependent inactivation inhibitor domain association, primary screening, Förster resonance energy transfer in intact living … | HEK cells, CFP/YFP FRET ICDI-IQ, plate reader, 10 min; percent FRET-ratio fall versus neutral wells | inhibition, % at 12.3 µM | hit rate 0.098% among 340,000;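 active = mean replicate inhibition of at least 30% and at least 1% of replicates passing that level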;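 also: 0% = median of the neutral control wells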
KKLEB tox: reduces viability of KKLEB cystic fibrosis airway cells. KKLEB CF airway cells viability, ATPlite luminescence, overnight; hits give low values; cells stimulated with P. aeruginosa culture filtrate. activity change (cytotoxicity), % at 5 µM. AID 602141. hit rate 0.36% among 360,000;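 active = corrected activity change at or below -50% at 5 µM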
Shn3 3UTR inh: Schnurri-3 reporter inhibition in Clone20 osteoblasts; Clone20 osteoblast Shn3 3'UTR firefly luciferase, 24 h; inhibition, % at 12.5 µM; hit rate 0.52% among 360,000; AID 588674;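 active = mean inhibition of at least 75% with every replicate also reaching 75%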;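 also: 0% = median of neutral control wells and 100% = pilot-screen positive control compound; some compounds past the cut are filed as inactive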
Vif imaging: inhibitors of HIV Vif. HEK293T cells, Vif self-association by quenched fluorescence, imaging, 24 h. inhibition, % at 7.49 µM. hit rate 0.35% among 340,000. AID 602346; in the data active = inhibition above about 50%, passing the limit was not always enough; also: some results filed as inactive read as strong as hits
HIF-2a block: HIF-2a inhibition. inhibition, % at 18.8 µM. 786-0 RCC cells HIF-2a reporter, luciferase luminescence, overnight. AID 624352. hit rate 0.72% among 360,000;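 active = inhibition of the luminescence signal of 40% or more relative to plate controls, in a single-dose primary screen at 18.75 µM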
PDI inh: blocks human protein disulfide isomerase activity; P07237; PDI insulin aggregation turbidity, A650, 90 min; inhibition, % at 10 µM; hit rate 0.052% among 350,000;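 active = mean inhibition across replicates of 30% or more, whatever share of single replicates reach that level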;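 also: absorbance from insulin aggregation driven by PDI reduction with DTT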
Target sequence (P07237 whole entry, looked up): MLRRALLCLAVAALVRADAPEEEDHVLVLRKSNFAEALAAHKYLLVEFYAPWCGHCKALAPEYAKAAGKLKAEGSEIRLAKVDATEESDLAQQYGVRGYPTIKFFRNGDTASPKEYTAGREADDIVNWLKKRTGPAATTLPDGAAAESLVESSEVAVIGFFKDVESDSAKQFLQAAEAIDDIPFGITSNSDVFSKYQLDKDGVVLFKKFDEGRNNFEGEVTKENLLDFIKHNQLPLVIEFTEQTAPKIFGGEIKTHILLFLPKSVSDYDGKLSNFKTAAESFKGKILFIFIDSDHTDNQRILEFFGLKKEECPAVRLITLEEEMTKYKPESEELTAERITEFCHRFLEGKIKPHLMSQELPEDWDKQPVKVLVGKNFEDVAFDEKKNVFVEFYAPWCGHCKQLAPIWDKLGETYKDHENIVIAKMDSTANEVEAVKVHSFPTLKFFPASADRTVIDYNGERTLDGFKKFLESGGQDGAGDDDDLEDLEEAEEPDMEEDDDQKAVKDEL
NR2E3 ag-2: NR2E3 (human) agonism | inhibition of corepressor binding, % at 4.78 µM | Q9Y5X4 | AID 2300 | hit rate 0.12% among 320,000 | GST-NR2E3/biotin-RetCOR TR-FRET, 1536-well;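 active = percent inhibition above the cutoff of mean plus 3 SD of all tested compounds, set per screening campaign, cut at about 20% in these data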;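 also: 0% = DMSO wells and 100% = biotin wells as full block of FRET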
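Material: NR2E3–RetCOR corepressor complex / Amount: 1.35 nM GST-NR2E3 / Medium: Tris pH 7.5 / Compound: single nominal compound dose of 4.8 µM / Incubation: 5 h at 4 °C / Technique: TR-FRET, Eu(K)-anti-GST donor, streptavidin-D2 acceptor, ex 340, em 617/671 nm / Read-out basis: percent loss of FRET ratio relative to control wells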
MITF TRPM1 inh: MITF TRPM1 promoter inhibition in SK-MEL-5 cells | hit rate 0.83% among 330,000 | AID 488899 | inhibition, % at 12.5 µM | SK-MEL-5 TRPM1 promoter luciferase, 24 h;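 active = mean inhibition across replicates of 60% or more, whatever share of single replicates reaches that level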; also: values of inactives mirror those of a sister screen read the other way
Peg3 prom inh: Peg3 promoter activity inhibition; HeLa PEG-Prom luciferase reporter, luminescence, overnight; inhibition, % at 20 µM; hit rate 1.7% among 360,000;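 active = inhibition of at least 50% at 20 µM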
CF NFkB block: inhibitors of cystic fibrosis induced NF-kB. KKLEB NF-kB-GFP reporter, PAF-induced, GFP fluorescence overnight. inhibition, % at 5 µM. hit rate 0.86% among 360,000;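 active = at least 50% inhibition at 5 µM, scaled per plate between neutral and stimulator controls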;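 also: PAF is a Pseudomonas aeruginosa culture filtrate used as stimulus; plate controls were PAF-stimulated DMSO wells for no effect and unstimulated DMSO wells for full effect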
* hit, by the source's call; x = not tested or not shown.

SMILES | NR2E3 ag-1 | CaV13 ICDI inh | KKLEB tox | Shn3 3UTR inh | Vif imaging | HIF-2a block | PDI inh | NR2E3 ag-2 | MITF TRPM1 inh | Peg3 prom inh | CF NFkB block
CCOC(=O)Nc1nc2ccc(Cn3cccc3)cc2[nH]1 | -30 | -5 | -4 | -15 | 9 | -106 | 8 | x | -7 | -72 | 38
Cc1nnc(N/N=C/c2ccccc2O)n1N | 19 | -20 | -4 | -8 | 5 | -7 | 2 | -2 | -6 | -1 | -20
CC1(C)CC2CC(C)(CN2S(=O)(=O)c2ccccc2[N+](=O)[O-])C1 (stereo not drawn) | -41 | -18 | -5 | 18 | -3 | 10 | 3 | x | 1 | 24 | 39
O=C(O)c1cc(-c2cccs2)nn1-c1cccc(Cl)c1 | -21 | 5 | 3 | -6 | -6 | 14 | -3 | 1 | 6 | 13 | -10
O=C1C2CC=C(Cl)CC2C(=O)N1CC1Cc2ccccc2CO1 (stereo not drawn) | -33 | x | 3 | -1 | 13 | -11 | x | 1 | -13 | -4 | 4
CCc1ccc(OCC(=O)NNC(=O)c2cc3ccccc3o2)cc1 | -17 | -4 | 9 | 7 | 4 | 10 | 1 | 4 | 11 | 1 | -16
CC(=O)Nc1ccc(C=C(C#N)c2ccc(C)cc2)cc1 | -57 | -7 | 5 | -26 | -9 | -95 | -8 | x | x | -125 | -9
COc1ccc(Cl)cc1NC(=O)[C@@H]1CCCN1C(=O)c1cccs1 | -15 | -14 | 7 | -12 | 2 | 17 | 10 | 1 | x | 20 | -18
CCCCCCCCOC(=O)/C=C/c1c(C)[nH]c(=O)[nH]c1=O | -12 | -3 | -26 | -2 | -2 | 9 | 0 | 1 | 18 | 23 | 26
CCOC(=O)C1(C)CCCN(C(=O)c2ccc(N(C)C)cc2)C1 (stereo not drawn) | -13 | -7 | -12 | 7 | 9 | 7 | -4 | x | x | 0 | -1
Cc1cccn2c(CNCCCn3ncc4ccccc43)c(C(=O)N3CCCCC3)nc12 | -7 | -18 | -2 | 14 | -2 | 11 | -1 | 4 | 13 | 6 | 8
CN(C)c1ccc(NS(=O)(=O)c2cc(Cl)ccc2Cl)cc1 | -36 | -3 | -12 | -21 | 2 | -73 | 4 | -3 | 0 | -36 | 29
CCCCC(=O)Nc1cccc(NC(=S)NC(C)=O)c1 | -20 | -5 | 4 | -9 | 1 | 22 | 4 | 1 | 11 | 4 | -13
CC(C)(C)[C@@H]1CCC(=O)N(CC[C@H](Sc2ccc(Br)cc2)c2ccccc2)CC1 | 20 | -12 | -16 | 23 | -8 | -3 | -6 | x | 2 | 16 | 38
C#CCOCCOCCOCCNc1nc(N2CCN(C(=O)[C@H](CCC(=O)O)n3cc(C(N)CO)nn3)CC2)nc(N2CCN(C(=O)[C@H](Cc3cc4ccccc4[nH]3)n3cc(C(N)[C@H](C)CC)nn3)CC2)n1 (stereo partly drawn) | -21 | x | 7 | -22 | x | 13 | 8 | -4 | 0 | 0 | -14
CCOC(=O)N1CCN(C(=O)c2ccc3c(c2)N(Cc2cc(C)ccc2C)C(=O)c2ccccc2S3=O)CC1 (stereo not drawn) | -17 | -3 | 2 | 6 | -9 | 15 | 14 | -1 | 7 | 39 | 3
Cc1ccc(-c2c(C#N)c(N)n3c(nc4ccccc43)c2C#N)cc1 | 3 | -7 | -37 | 38 | x | -1 | 3 | 1 | 10 | 47 | 55*
Cc1cc(NC(=O)CSc2nc(=O)cc(N)n2-c2ccc(F)cc2)no1 | -1 | -5 | 13 | 3 | -3 | 12 | 1 | 3 | 10 | 15 | 0
CC(=O)c1cc2ccccc2oc1=O | -16 | -5 | 3 | 2 | -4 | 10 | -4 | 3 | 3 | 15 | -1
O=C1CCCCC1 | -11 | x | 1 | 4 | -5 | 4 | x | 4 | 1 | -4 | 11
CC(=O)Nc1ccc(NC(=O)Cn2cnc(S(=O)(=O)N3CCOCC3)c2)cc1 | 0 | -2 | 17 | 4 | 9 | 2 | 4 | -2 | -2 | 7 | -9
CCOC(=O)c1sc(Nc2nc3c(F)cccc3s2)cc1C | -52 | -5 | 8 | -67 | 0 | -166 | 12 | 0 | -40 | -116 | -5
CC(=O)c1cnn(-c2nc3c(C)cccc3s2)c1C | -24 | -5 | 3 | -26 | -1 | -132 | -4 | 2 | -10 | -106 | -4
COc1cc(NS(=O)(=O)c2ccc(NC(=O)/C(=C/c3ccccc3Cl)NC(=O)c3ccccc3)cc2)nc(OC)n1 | -38 | -10 | -3 | 1 | 0 | 11 | 9 | -1 | 14 | 8 | -2
O=C(O)/C=C\C(=O)Nc1ccccc1C(=O)N1CCN(c2ccc(Cl)cc2)CC1 | -14 | 0 | 0 | -6 | 14 | 13 | -5 | 3 | 8 | -2 | 0

Rewritten as labelled records: part of the list above.
> Cc1cc(NC(=O)CSc2nc(=O)cc(N)n2-c2ccc(F)cc2)no1
  NR2E3 ag-1 = -1	CaV13 ICDI inh = -5	KKLEB tox = 13	Shn3 3UTR inh = 3	Vif imaging = -3	HIF-2a block = 12	PDI inh = 1	NR2E3 ag-2 = 3	MITF TRPM1 inh = 10	Peg3 prom inh = 15	CF NFkB block = 0
> O=C1C2CC=C(Cl)CC2C(=O)N1CC1Cc2ccccc2CO1 (stereo not drawn)
  NR2E3 ag-1 = -33	CaV13 ICDI inh = x	KKLEB tox = 3	Shn3 3UTR inh = -1	Vif imaging = 13	HIF-2a block = -11	PDI inh = x	NR2E3 ag-2 = 1	MITF TRPM1 inh = -13	Peg3 prom inh = -4	CF NFkB block = 4

Other compounds follow:
SMILES | NR2E3 ag-1 | CaV13 ICDI inh | KKLEB tox | Shn3 3UTR inh | Vif imaging | HIF-2a block | PDI inh | NR2E3 ag-2 | MITF TRPM1 inh | Peg3 prom inh | CF NFkB block
CC(C)Cc1cc(-c2ccco2)c(C#N)c(N)n1 | -9 | x | -21 | 18 | 1 | 21 | -1 | -3 | 3 | 2 | 34
Cc1ccc(C(C)C)c(OCCN)c1 | -2 | -8 | -8 | 6 | -1 | -3 | 0 | 3 | 11 | 9 | 26
CC(OC(=O)C1=COCCO1)C(=O)Nc1ccc(Cl)cn1 (stereo not drawn) | 6 | -8 | -8 | 3 | -5 | -13 | 0 | -3 | 9 | 9 | 5
N#C/C(=N\Nc1ccccc1Cl)C(=O)c1ccccc1 | 47 | -4 | -11 | 15 | -8 | -47 | 12 | -1 | -6 | -2 | 15
Cc1ccc2c(c1)C(=O)C(=O)N2c1ccc(Cl)cc1 | -7 | -6 | -6 | -12 | -2 | 9 | 4 | x | -3 | 5 | 5
COc1ccc(-c2oc3ccc(-c4cc(OC)c(OC)c(OC)c4)cc3c2C#Cc2ccccn2)cc1 | -6 | -4 | 4 | 16 | -13 | 7 | -6 | x | 6 | 54* | 72*
Cc1ccc(S(=O)(=O)Oc2ccc(/C=C(/NC(=O)c3ccccc3)C(=O)NCC(=O)O)cc2)cc1 | 11 | -5 | 1 | 6 | 5 | 12 | 11 | -2 | 3 | 19 | 4
O=C(Nc1cccc(Cl)c1Cl)C1CCN(c2ncccn2)CC1 | -5 | -4 | 6 | 4 | -4 | 1 | -2 | 3 | -4 | 9 | -6
COC(=O)c1cnc(Nc2nc(CN)cs2)nc1C(F)(F)F | 5 | -4 | -2 | 9 | 7 | 8 | -5 | x | x | -4 | -7
Cc1nc2ccccc2c(C)c1C(=O)c1ccc(F)cc1 | -13 | 2 | 16 | -8 | 2 | 20 | 1 | 1 | -3 | 7 | 14
COc1ccccc1N(CC(=O)NCCc1ccccc1)C(=O)CCC(=O)Nc1cc(C)ccn1 | -5 | -3 | 10 | 13 | -2 | 16 | -30 | 2 | 5 | 4 | 1
CCOC(=O)c1cc(C)n(Cc2ccccc2)c1C | -6 | -6 | 4 | -23 | 8 | -67 | -1 | 1 | -10 | -68 | 3
Cc1ccc(S(=O)(=O)N2CCCN(C)c3nc4ccccc4nc32)cc1 | 2 | -2 | -8 | -13 | -10 | -1 | 1 | 6 | 4 | 19 | -10
Cc1[nH]n(-c2ccc(Cl)cc2)c(=O)c1N=Nc1cccnc1 | -28 | -5 | -4 | -60 | 25 | -223 | -3 | 0 | -41 | -173 | -10
Cc1ccccc1NC(=S)N(CCc1c(C)[nH]c2ccc(F)cc12)Cc1ccncc1 | -15 | -6 | -9 | 19 | -6 | 13 | 6 | 0 | -5 | 16 | 5
COc1ccc(NC(=O)c2cc(=O)c3ccccc3o2)cc1Cl | 17 | -2 | -6 | -18 | 11 | -44 | -1 | 5 | 1 | -15 | -12
CC1CCN(S(=O)(=O)c2ccc(S(=O)(=O)NCc3ccco3)cc2)CC1 | -14 | x | 10 | 5 | x | -2 | 2 | -3 | 12 | 7 | 0
O=C(CCn1cccc1)N1CCc2ccccc21 | 9 | -6 | 8 | -9 | 3 | -71 | -13 | 2 | -13 | -85 | -13
CCCCC1(CC(=O)OCC)C(=O)N(c2ccccc2)N(c2ccccc2)C1=O | 26 | -3 | 5 | 13 | 7 | 16 | -10 | -3 | -4 | 20 | 7
O=C(CSc1nc2ccccc2c(=O)n1-c1ccc(F)cc1F)c1c[nH]c2ccccc12 | -21 | -15 | 7 | 29 | -5 | -17 | 8 | -2 | -1 | -16 | 10
CC12CCC(=O)N1C(C(=O)Nc1ccc(F)c(Cl)c1)CS2 (stereo not drawn) | -29 | x | -6 | 4 | 12 | 13 | -10 | 1 | -15 | 7 | 15
O=c1c(Cl)c(NCc2ccc(F)cc2Cl)cnn1C12CC3CC(CC(C3)C1)C2 | -36 | -4 | -28 | 12 | 6 | 21 | -6 | 2 | -7 | 8 | 8
Cc1ccc(NC(=O)C2CCC(C(C)(C)C)CC2)cc1S(=O)(=O)N1CCOCC1 (stereo not drawn) | 6 | -6 | 0 | 83 | 4 | 16 | -5 | x | 8 | 23 | -2
CCC(C)OC(=O)C1C(c2ccccc2)C(C(=O)O)C1c1ccccc1 (stereo not drawn) | 4 | -6 | 11 | -13 | 2 | -5 | -10 | -2 | 1 | 7 | 7
CC(C)NC(=O)/C(=C\c1cccc([N+](=O)[O-])c1)NC(=O)c1ccccc1 | -14 | -6 | 5 | -11 | 0 | 9 | -2 | 1 | 6 | 10 | -1
COc1ccc(-c2oc3ccccc3c2C#Cc2cncn2C)cc1 | 17 | -5 | -23 | -18 | 9 | -82 | -8 | 1 | -7 | 6 | 13
Cc1cccc(C)c1OCc1nc2ccccc2[nH]1 | -1 | -1 | -6 | -12 | -1 | -25 | 7 | -7 | -3 | -19 | -8
COc1cc(NC(=O)CCN2CCN(C)CC2)cc(OC)c1 | 3 | -2 | 7 | 3 | 6 | 18 | 6 | -4 | 5 | 10 | 3
COc1ccc(NC(=O)c2sccc2-n2cccc2)cc1 | 3 | 6 | -1 | -8 | 7 | -13 | -5 | -1 | 0 | 9 | -7
CC1CCC(C(C)C)C(OC(=O)CSc2nc(N)cc(=O)[nH]2)C1 (stereo not drawn) | -11 | -6 | 0 | 10 | x | 6 | 3 | 3 | 10 | 17 | 2
